Screening results deposited in PubChem by National Center for Advancing Translational Sciences (NCATS).
ALDH1A1 block: qHTS Assay for Inhibitors of Aldehyde Dehydrogenase 1 (ALDH1A1); AID 1030, 2008; Purified ALDH1A1, NADH fluorescence, propionaldehyde substrate; 220,000 tested, 7.3% active; Potency, µM (series often up to 75.3 µM), inactives show at the highest dose activity, negative = inhibition, usual class: inhibitors; Aldehyde dehydrogenase 1A1 (Homo sapiens), P00352; active = well fitted inhibition curve with a large enough effect, not every such curve was filed as active; inconclusive = small, poorly fitted or top-dose-only effect, or another doubt; inactive = no such curve, though single readings can be large or run the other way;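 also: plate controls were no enzyme wells and a reference inhibitor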
Target sequence (P00352 whole entry, looked up): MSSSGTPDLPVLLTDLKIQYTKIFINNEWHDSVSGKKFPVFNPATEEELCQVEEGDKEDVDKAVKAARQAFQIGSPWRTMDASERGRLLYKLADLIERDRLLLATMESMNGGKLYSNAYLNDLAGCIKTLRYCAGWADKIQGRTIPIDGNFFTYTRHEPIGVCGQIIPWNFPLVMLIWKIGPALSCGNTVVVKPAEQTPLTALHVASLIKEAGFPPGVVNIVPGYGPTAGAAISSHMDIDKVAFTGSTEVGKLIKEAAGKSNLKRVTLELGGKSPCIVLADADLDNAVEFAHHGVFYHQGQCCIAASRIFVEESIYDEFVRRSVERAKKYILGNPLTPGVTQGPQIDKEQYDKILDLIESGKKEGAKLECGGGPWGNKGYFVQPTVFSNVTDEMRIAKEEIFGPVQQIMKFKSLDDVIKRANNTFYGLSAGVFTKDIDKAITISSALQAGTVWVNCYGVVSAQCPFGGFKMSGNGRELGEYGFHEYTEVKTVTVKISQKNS
SMN2 splice enh: qHTS Assay for Enhancers of SMN2 Splice Variant Expression; HEK293 SMN2-luciferase splicing reporter, luminescence, 30-36 h; Potency, µM (top dose mostly 46.1 µM), without a hit: at the highest dose activity change, positive = activation, most hits filed as activators; 210,000 tested, 2.8% active; AID 1458, 2008; also: % of control where 0% means no effect; nearly all actives have a fitted effect of over 55% in size
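qHTS luciferase splicing reporter: luminescence rises when SMN2 exon 7 is included in transfected HEK293 cells. Compound exposure lasted 30-36 h at 37C, with 4.5 mM final sodium butyrate as control, followed by a ONE-Glo read.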
JMJD2E inh: qHTS Assay for Inhibitors of Human Jumonji Domain Containing 2E (JMJD2E); Lysine-specific demethylase 4E (Homo sapiens), B2RXH2; JMJD2E catalytic domain, FDH-coupled NADH fluorescence (FDH is formaldehyde dehydrogenase); Potency, µM (series often up to 57.1 µM), for inactives: top-dose activity change, negative = inhibition, hits mostly inhibitors; 230,000 tested, 1.6% active; AID 2147, 2009; active = well fitted inhibition curve with a large enough effect, not every such curve was filed as active; inconclusive = small, poorly fitted or top-dose-only effect, or another doubt; inactive = no such curve, though single readings can be large or run the other way;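 also: 0% = wells with enzyme and -100% = buffer wells without enzyme; nearly all actives have a fitted effect of over 50% in size; many of its hits are not listed in these tables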
Target sequence (B2RXH2 1-337 limits assumed): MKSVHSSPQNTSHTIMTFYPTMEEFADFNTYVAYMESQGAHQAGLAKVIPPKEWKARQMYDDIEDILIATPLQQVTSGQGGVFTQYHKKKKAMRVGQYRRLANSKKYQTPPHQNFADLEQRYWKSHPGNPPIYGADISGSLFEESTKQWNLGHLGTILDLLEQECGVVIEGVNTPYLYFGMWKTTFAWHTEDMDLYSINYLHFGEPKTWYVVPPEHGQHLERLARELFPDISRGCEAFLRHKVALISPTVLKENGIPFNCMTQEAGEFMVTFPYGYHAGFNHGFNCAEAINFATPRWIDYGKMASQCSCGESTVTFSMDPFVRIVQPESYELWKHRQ
Lamin A splicing: qHTS Assay for Modulators of Lamin A Splicing. 200,000 tested, 0.01% active. Potency, µM (series often up to 46.1 µM), without a hit: top-dose ratio change, negative = inhibition, actives largely listed as inhibitors. HeLa LMNA splicing GFP/RFP minigene ratio, 48 h. AID 1487, 2009; active = well fitted inhibition curve with a large enough effect in the signal ratio, with a control signal flat, not every such curve was filed as active; inconclusive = small, poorly fitted or top-dose-only effect, or effect the other way, or a change in a side signal; the % refers to the signal ratio; also: % is scaled to controls: 0 for no effect and ±100 for the full control effect
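Read-out is the ratio of GFP to DsRed2 object intensity, acquired by 488 nm laser-scanning cytometry on HeLa lamin A-EGFP minigene reporter cells. Compound incubation 48 hrs at 37 °C in Opti-MEM with 2% FBS; DMSO 0.5% final.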
RGS12 GoLoco inh: qHTS Assay for Inhibitors of RGS12 GoLoco Motif Activity (Red Fluorophore) | Guanine nucleotide-binding protein G(i) subunit alpha-1 (Homo sapiens), P63096 | Gai1:RGS12 GoLoco peptide FP, rhodamine, 10 min | Potency, µM (top dose mostly 61.6 µM), inactives show at the highest dose activity, negative = inhibition, usual class: inhibitors | 230,000 tested, 0.44% active | AID 880, 2007; active = well fitted inhibition curve with a large enough effect, not every such curve was filed as active; inactive = no such curve, though single readings can be large or run the other way; also: % is scaled to controls: 0 for no effect and ±100 for the full control effect; nearly all actives have a fitted effect of over 30% in size; many of its hits are not listed in these tables
TRb SRC2 PPI: qHTS for Inhibitors of the Interaction of Thyroid Hormone Receptor and Steroid Receptor Coregulator 2 | Thyroid hormone receptor beta (Homo sapiens), P10828 | TRbeta-SRC2 peptide binding, fluorescence polarization; receptor liganded with 1 µM T3 | Potency, µM (series often up to 106 µM), for the others: at the highest dose activity change, negative = inhibition, most hits filed as inhibitors | 280,000 tested, 0.065% active;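 also: plate controls were bound peptide for no effect and peptide without receptor for full effect; nearly all actives have a fitted effect of over 50% in size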
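Read-out is fluorescence polarization (555 nm excitation, 632 nm emission) of a Texas Red SRC2 coactivator peptide; loss of signal reflects blocked binding to human TRb ligand-binding domain in the presence of 1 uM T3.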
TR SRC2 fluor cs: Total Fluorescence Counterscreen for Inhibitors of the Interaction of Thyroid Hormone Receptor and Steroid Receptor Coregulator 2. TRb/SRC2 Texas Red total fluorescence interference. Potency, µM (series often up to 106 µM), inactives show at the highest dose fluorescence change, negative = quenching. 280,000 tested, 0.29% active. AID 1479, 2009; active = well fitted curve in either direction with a large enough effect; inconclusive = small, poorly fitted or top-dose-only effect; also: % is scaled to controls: 0 for no effect and ±100 for the full control effect
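Human TRβ ligand-binding domain (0.6 uM) and Texas Red SRC2 peptide (20 nM) in Tris buffer with 1 uM T3 and 5% DMSO were incubated with pinned compound for 5 hr at ambient temperature. Total fluorescence was computed as S + 2P (555/632 nm).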
RECQ1 helicase: qHTS Assay for Inhibitors of RecQ-Like Dna Helicase 1 (RECQ1); ATP-dependent DNA helicase Q1 (Homo sapiens), P46063; RECQ1 DNA unwinding, red fluorescence kinetic read; Potency, µM (top dose mostly 57.3 µM), inactives show at the top dose activity, negative = inhibition, most hits filed as inhibitors; 240,000 tested, 0.54% active; AID 2549, 2010;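 also: plate controls were vehicle for no effect and no enzyme for full effect; nearly all actives have a fitted effect of over 30% in size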
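RECQ1T1 50 nM; forked duplex (20 bp + 30-nt ss tails) 200 nM, ATP 2 mM final; pH 8.0, 2 mM MgCl2, 2.5 ug/ml poly(dI-dC); 15 min compound preincubation; discontinuous kinetic read over 2 h at RT.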
* = called active by the depositor; i = inactive; ? = inconclusive; · = no result given; & = joins results of further samples; [ ] = another dose, or the depositor's remark. Unless noted, calls follow the shape of the dose curve; as a rule, active = well fitted curve in the direction sought with a large enough effect; inconclusive = small, poorly fitted or top-dose-only effect, or another doubt; inactive = no such curve, though single readings can be large; an effect the other way counts as inactive or inconclusive. Potency is read from the fitted curve at half-maximal effect. These rows are one share of the data; count on the stated rates, not on these rows.

SMILES	ALDH1A1 block	SMN2 splice enh	JMJD2E inh	Lamin A splicing	RGS12 GoLoco inh	TRb SRC2 PPI	TR SRC2 fluor cs	RECQ1 helicase
CC[N+](CC)(CCNC(=O)C(=O)NCC[N+](CC)(CC)Cc1ccccc1Cl)Cc1ccccc1Cl	4%&4%	-8%	8%	12%	5%&0%	-5%&-5%	0%&-1%	10%&-14%
Cc1cccc(OC(=O)CCN2C(=O)C3C4C=CC(C5CC45)C3C2=O)c1C (configuration not stated)	-14%	-2%	7%	·	0%	2%	0%	i
CCOC(=O)c1sc(-c2ccc(OC)cc2)cc1N	?	·	?	-9%	7%	-4%	-2%	6%
CC(=O)N1CCc2cc(S(=O)(=O)NCCC(=O)NC3CCN(Cc4ccccc4)CC3)ccc21	10%	·	-3%	-4%	-8%	-2%	1%	i
CCCCc1c(C)[nH]c(=S)[nH]c1=O	·	·	-4%	·	-5%	-1%	3%	9%
COc1ccc(CNC(=O)c2ccc(CN3CCOCC3)cc2)cc1	6%	-17%	1%	19%	4%	-7%	1%	-11%
Cc1ccc(S(=O)(=O)N2CCN(C(=O)CSc3nc4ccccc4c(=O)[nH]3)CC2)cc1	3.2µM*	14%	?	4%	48%[activator]	-22%	2%	-6%
O=C(c1ccccc1)c1cccc(NC(=O)C2CC2)c1	-1%	-18%	3%	-13%	5%	1%	-4%	-15%
CCOC(=O)N1CCC(=NNC(=O)c2cc3ccccc3cc2O)CC1	0%	6%	?	-3%	15%	0%[53 µM]	-6%[53 µM]	-18%
CC1(C)C2CC=C(/C=N/n3cnnc3)C1C2 (configuration not stated)	0%	20%	2%	14%	4%	-5%	-5%	i
O=S(=O)(c1ccc(-c2ccccc2)cc1)N1CCOCC1	2%	-15%	2%	-1%	3%	-13%	-3%	i
CC(C)CC(=O)N1CCN(Cc2ccc3c(c2)OCO3)CC1	?	0%	?	-19%	5%	-1%	-10%	-3%
N#Cc1cc(-c2ccccc2)nc(Oc2ccccc2)n1	-2%	-78%[inhibitor]	-1%	-1%	-7%	-22%	1%	-5%
CC(=O)Nc1ccc(Nc2ccc3c4c(cc(=O)n3C)-c3ccccc3C(=O)c24)cc1	1%	?	8%	·	-32%	-2%	-3%	-11%
CCN(CC)C(=O)Cn1c(=O)n(C)c2ccccc21	7%	0%	-1%	-3%	1%	1%	-3%	i
Cc1ccc([N+](=O)[O-])cc1S(=O)(=O)NCCc1cn2ccccc2n1	·	·	1%	·	-1%	-1%	-2%	-8%
Cc1ccc(Cl)cc1NC(=O)c1ccccc1OCC(=O)Nc1ccc(Cl)cc1	-8%	-23%	-30%	-16%	9%	-8%	-2%	-4%
CCC/C=C(\CCC)C(NC(=O)Oc1ccc(F)cc1)c1ccc(C(=O)OC)cc1 (configuration not stated)	5%	-7%	9%	·	0%	3%	-4%	-4%
CCNc1[nH]c(=O)n(C)c(=O)c1N=O	9%	-7%	-1%	-2%	-2%	-5%	-2%	0%
CN(C)CCN1C(=O)C(=O)/C(=C(/O)c2ccccc2)C1c1ccccc1F (configuration not stated)	18µM*	0%	?	-6%	-6%	-3%	-3%	10%
CCN(CC#CCC1(O)c2ccccc2-c2ccccc21)CCO	-5%	-3%	-1%	1%	-10%	-5%	4%	-17%
CCSc1nnc(NC(=O)[C@@H](NC(=O)c2ccccc2F)C(C)C)s1	-4%	4%	-4%	0%[46 µM]	5%	-2%	1%	-3%
CCOc1ccc(-c2cc(CCCC(=O)NCCc3ccccc3)no2)cc1	-5%	-30%	-4%	-7%	-3%	-4%	-1%	-5%
CCOc1c(Cl)cc(CNC(C)(C)CC(C)(C)C)cc1OC	15%	-21%	-5%	-3%	4%	3%	2%	i
O=c1c2ccccc2nc(SCc2nnc(-c3ccccc3Br)o2)n1-c1ccccc1	2%	-31%[inhibitor]	-6%	-1%	12%	2%	0%	-6%
CCOc1ccc(CCNC(=O)CSc2nnnn2C)cc1OCC	0%	-11%	12%	4%[46 µM]	-15%	9%	4%	-4%
CCCCNC(=O)c1ccc(CS(=O)(=O)Cc2ccccc2F)o1	?	-19%	4%	2%[46 µM]	1%	4%	-3%	-3%
O=C(Cc1ccccc1)N[C@@H](Cc1ccccc1)c1nc2ccccc2[nH]1	-7%	-15%	-2%	9%	-6%	-15%	1%	i
CO[C@H]1COC(=O)[C@H]2CCCN2C(=O)C/C=C\[C@@H](C)[C@H](OC)COC(=O)[C@@H](OCc2ccccc2)/C=C\[C@@H]1C	-6%[13.5 µM]	·	·	·	·	5%[11.2 µM]	0%[11.2 µM]	-2%[11.5 µM]
CCOC(=O)C1CCCN(Cc2ccccc2C)C1 (configuration not stated)	?	?	-26%	2%	-6%	8%	0%	-8%
O=C(CN(C1CCCCC1)S(=O)(=O)c1ccccc1)NCc1cccnc1	-5%	9%	6%	-6%	10%	0%	-1%	i
CCCC(CCC)C(=O)Nc1ccc2c(c1)N(C(=O)CCN1CCN(C)CC1)c1ccccc1CC2	3%	·	?	?	0%	-7%	-2%	-3%
COC(=O)CCCCCCCCCCN1CCCCC1	-2%	-2%	10%	-13%	2%	1%	0%	-3%
O=c1[nH]c2ccccc2c2oc(CCl)nc12	?	·	?	·	2%	3%	-1%	-2%
O=C(c1cnc2n(c1=O)CCS2)N1CCN(c2ccccc2F)CC1	-3%	11%	-1%	-13%	-4%	-2%	-2%	-5%
CCNc1nc(C)c2cc(Br)c(=O)n(CC)c2n1	?	-7%	?	9%	8%	-8%	-2%	-5%
CCOC(=O)C1CCN(C(=O)Cn2cc(C#N)c3ccccc32)CC1	?	?	-5%	3%	6%	-6%	-1%	-6%
Cc1ccc(Cl)cc1NC(=S)N(CCCN1CCN(C)CC1)Cc1ccco1	6%	-8%	-5%	·	3%	3%	-1%	6%
N#Cc1nc(COc2ccc(Br)cc2)oc1N1CCCC1	-9%	-32%[inhibitor]	-2%	?	3%	5%	1%	-11%
Cc1ccc(N(CC(=O)NCCc2ccccc2)S(=O)(=O)c2c(C)noc2C)cc1	-4%	-8%	4%	0%	-12%	-1%	0%	i
COC(=O)[C@@]1(Cc2ccccc2)[C@H]2c3cc(C(=O)N4CCCC4)n(Cc4ccc(S(C)(=O)=O)cc4)c3C[C@H]2CN1C(=O)c1ccccc1	-11%	-12%	0%	·	14%	1%	0%	-12%
O=C1c2ccccc2C2=Nc3ccccc3SC(c3cccc(F)c3)C12 (configuration not stated)	-11%	-29%	2%	?	165%[activator]	3%	-3%	-17%
O=c1c2ccccc2nnn1CSc1nnnn1-c1ccccc1	-11%	15%	3%	-3%	-5%	-2%	0%	-1%
Cc1sc2nc(SCC(=O)Nc3c(C)n(C)n(-c4ccccc4)c3=O)n(C)c(=O)c2c1C	?	-48%[inhibitor]	-15%	?	43%[activator]	-2%	-9%	-3%
O=C(O)CCC(=O)Nc1ccc(Br)cc1C(=O)c1ccccc1Cl	·	·	0%	·	-3%	-3%	0%	-1%
C=CCN1CCc2c(cc(O)c(O)c2Cl)C(c2ccccc2)C1 (configuration not stated)	-3%&0%	-18%&-3%	13µM*	?	15%&3%&-2%	6%&-4%&-3%	2%&-2%&-4%	-13%&0%&-9%
CSc1nc(NCC(C)C)c2c3c(sc2n1)CN(C)CC3	?	?	?	-18%	11%	-3%	1%	5%
COc1nc(-c2ccccc2)c2c(c1C#N)CC(C)(C)OC2	?	5%	7%	0%	-5%	2%	-1%	-7%
CCCC(=O)NC(C)C(c1cccs1)N1CCN(c2ccccc2)CC1 (configuration not stated)	5%	-9%	11%	-5%	1%	-6%	-2%	1%
NC(N)=NCC(O)CN(c1ccccc1)c1ccccc1 (configuration not stated)	-4%	·	-5%	·	12%	1%	-1%	-4%

New compounds follow.
SMILES	ALDH1A1 block	SMN2 splice enh	JMJD2E inh	Lamin A splicing	RGS12 GoLoco inh	TRb SRC2 PPI	TR SRC2 fluor cs	RECQ1 helicase
C/C=C(\C)C(=O)Nc1cccc(C2=NOC3(C2)C[C@@H](C(N)=O)N(C(=O)/C(C)=C/C)C3)c1 (some centres not stated)	·	·	-7%	·	1%	-2%	-3%	i
CCc1ccc(C(=O)N2CCC(c3nc4ccccc4s3)CC2)cc1	-6%	0%	-2%	3%	14%	5%	-1%	?
Cc1ccc(SCCC(=O)N2CCCC2)cc1	?	-12%	2%	?	4%	12%	-1%	9%
Cc1ccc(-n2c(C)cc(C(=O)CSc3nnc4ccccn34)c2C)cc1	9%	2.2µM*	-7%	?	-2%	0%	-31%	-6%
CCN(CC)S(=O)(=O)c1ccc(NC(=O)c2cccnc2Cl)c(NC(=O)c2cccnc2Cl)c1	7.1µM*	-88%[inhibitor]	-5%	·	8%	-3%	-5%	i
COc1ccccc1CN1CCNC(=O)C1CC(=O)N(C)Cc1cnccn1 (configuration not stated)	?	·	?	?	-12%	-11%	0%	-2%
O=C(N/N=C/c1ccccc1O)c1cccc(C(F)(F)F)c1	6%	-103%[inhibitor]	?	?	42%[activator]	4%	-9%	-13%
O=C1C=C[C@@H](O)[C@H]2[C@@H]3C(=O)N(Cc4ccccc4)C(=O)[C@@H]3CC[C@H]12	3.2µM*	·	·	·	·	5%[11.2 µM]	-4%[11.2 µM]	-2%[11.5 µM]
